Compound activity (PubChem BioAssay)
EWS-Fli block: EWS/Fli transcriptional activity inhibition; A673 NR0B1-luciferase reporter, viability-normalised; inhibition, % at 12.6 µM; 0.67% of 350,000 active; AID 651661;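 active means mean inhibition of at least 50% after viability correction, with every replicate also passing that limit; inconclusive means mean reaches 50% but only one of two replicates passes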;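 further: firefly luciferase signal divided by Alamar Blue viability fluorescence both relative to DMSO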
FN deposit inh: fibronectin deposition inhibition. 0.086% of 350,000 active. AH1F fibroblasts, Alexa488-fibronectin deposition fluorescence, overnight. inhibition, % at 12.6 µM. AID 743247;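 active means mean inhibition across replicates of 30% or more, regardless of how many single replicates reach that level; inconclusive means mean under 30% yet at least half of replicates reach 30%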;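 further: positive control wells lacked labelled fibronectin entirely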
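Material: AH1F fibroblast monolayer depositing Alexa488-labelled fibronectin into matrix | Input: 10000 AH1F cells/well | Medium: DMEM plus 2% serum, read in PBS | Reagent: Alexa488-fibronectin, 24 nM final in well | Compound dosing: One dose per compound, pinned | Schedule: 1 h adhesion, overnight exposure | Measured by: Fluorescence at 485 nm excitation, 525 nm emission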
PGC1a acetyl inh: modulators of PGC1a acetylation; U2OS PGC1a acetylation, AlphaScreen anti-acetyl-lysine; with virally co-expressed GCN5 acetyltransferase; inhibition, % at 15.6 µM; 0.17% of 350,000 active;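 active means every replicate shows inhibition of at least 40%; inconclusive means mean inhibition at least 40% but some replicate below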;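 further: 0% = neutral control wells and 100% = positive control wells; some results beyond the cut were filed as inactive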
miR122 inh: blocks miR-122 activity in Huh7 sensor cells | Huh7 miR-122 Renilla luciferase sensor, 48 h; neutral wells = 0, positive control = 100 | activation (reporter increase), % at 12.5 µM | 0.3% of 340,000 active | AID 602342;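 active means mean replicate activation score at least 90 and every replicate individually at or above 90; inconclusive means only one of the two criteria met; inactive means neither criterion met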;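 further: higher luciferase means less miR-122 activity so hits act as miR-122 inhibitors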
LGR2 antag: inhibitors of bursicon-induced Drosophila LGR2 receptor cAMP signaling. HEK293 LGR2, CRE-luciferase, bursicon-stimulated, 4 h. inhibition, % at 9.99 µM. 0.35% of 380,000 active. AID 720647;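 active means drop in luminescence signal, shown as inhibition above about 50% in the replicate tests, limit read from the data, passing the limit was not always enough; inconclusive means probably only some replicates passing the limit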;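 further: agonist challenge used bursicon conditioned medium at about half maximal strength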
Cneo AK release: Cryptococcus neoformans lysis via adenylate kinase release | C. neoformans lysis, adenylate kinase release luminescence, 4 h; normalised: neutral wells 0, clomiphene wells 100 | lysis activity, % at 15 µM | 0.2% of 360,000 active | AID 651654;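 active means mean lysis activity across replicates of at least 80%, whatever share of replicates individually reach that level; inactive means mean lysis activity below 80%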
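read-out = cell lysis signal | test system = log-phase Cryptococcus neoformans yeast cells | input = cells at 5 × 10^6 per mL | medium = fresh YPD growth medium | signal = luminescent adenylate kinase detection reagent | timing = 4 h at 37 °C static, read 1 h later | dosing = single dose | controls = Clomiphene as positive lysis control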
CASP6 VEID inh: inhibitors of human caspase-6; 0.53% of 350,000 active; P55212; inhibition, % at 12.5 µM; purified caspase-6, Z-VEID-R110 cleavage fluorescence; AID 686996;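 active means mean inhibition across replicates at least about 35%, with every replicate also reaching that limit, limit read from the data; inconclusive means only one of the two criteria met; inactive means neither criterion met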;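 further: 0% = median of neutral control wells and 100% = no fluorescence left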
Target sequence (P55212 24-179 limits assumed): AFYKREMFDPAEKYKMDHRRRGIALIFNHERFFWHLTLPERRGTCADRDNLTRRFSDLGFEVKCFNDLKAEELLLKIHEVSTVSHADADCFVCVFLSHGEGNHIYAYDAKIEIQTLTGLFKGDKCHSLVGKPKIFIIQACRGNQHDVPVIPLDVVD
Target sequence (P55212 194-293 limits assumed): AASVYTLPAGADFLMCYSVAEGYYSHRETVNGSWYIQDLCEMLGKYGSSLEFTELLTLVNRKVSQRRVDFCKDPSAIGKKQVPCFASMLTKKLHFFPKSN
PAX8 inh HTS: lowers PAX8-driven luciferase in RMG-I cells; inhibition, % at 12.6 µM; RMG-I TPO-luciferase reporter, SteadyGlo, 24 h; 1.2% of 360,000 active;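 active means mean replicate inhibition at least 60% with every replicate also reaching 60%; inconclusive means only one of the two criteria is met; inactive means mean below 60% and not all replicates reaching 60%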;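 further: luciferase light reporting Pax8 driven TPO promoter activity; plate controls were median of neutral control wells for no effect and mitoxantrone controls for full effect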
Numbers without * were called inactive; u = inconclusive; x = no result given; & = joins results of further samples; [ ] = another dose, or the depositor's remark.

canonical_smiles,EWS-Fli block,FN deposit inh,PGC1a acetyl inh,miR122 inh,LGR2 antag,Cneo AK release,CASP6 VEID inh,PAX8 inh HTS
O=C(C[C@@H]1C[C@@H]2c3cc(NS(=O)(=O)c4ccc(F)cc4)ccc3O[C@@H]2[C@@H](CO)O1)NCC1CC1,1,-8,7,-1[16.7 µM],10,1,x,-10
Cc1noc(C)c1S(=O)(=O)N(C)C[C@H]1OCCCC[C@@H](C)Oc2ccc(NC(=O)CCC(F)(F)F)cc2C(=O)N([C@@H](C)CO)C[C@H]1C,-5,4,-6,6[16.7 µM],3,0,x,6
O=C(Cn1cc(C(=O)C2CC2)c2ccccc21)NCC1CCCO1 (centres undefined),x,-14,4,-1,x,-5,x,-14
CN(C)c1ccc(S(=O)(=O)NCC(=O)OCC(=O)Nc2cccc(Cl)c2)cc1[N+](=O)[O-],-1,3,-7,-4,-11,0,-1,-2
Cc1ccc(-n2ncc(C(=O)Nc3cc(Cl)ccc3C)c2C2CCNCC2)cc1C,1,-9,x,-36,6,2,-2,21
CCc1ccc(-c2cc(C)no2)cc1S(=O)(=O)Nc1ccc(C)cn1,1,3,-2,u,-1,-1,0,20
O=C(C[C@H]1CC[C@H](NC(=O)C2CCOCC2)[C@H](CO)O1)NCc1ccncc1,3,x,3,x,11,x,2,x
O=C(COc1ccccc1Cl)Nc1ccccc1C(=O)NC1CC1,-2,3,x,26,-11,0,1,6
Oc1c(CN2CCOCC2)cc(CN2CCOCC2)c(O)c1O,-6,-7,7,x,21,0,-6,-7
COc1ccccc1NC(=O)CNC(=O)CC12CC3CC(CC(C3)C1)C2,-2,-4,2,-4,-7,-4,-2,-15
CCC1CCCCN1C(=O)CCc1nnc(Cc2c[nH]c3ccccc23)o1 (centres undefined),2,-6,x,x,6,x,-1,12
CCC(CC)C(=O)N=C1SC2CS(=O)(=O)CC2N1CCc1ccc(OC)cc1 (centres undefined),1,x,2,-1,6,-2,-1,x

Entries of single compounds from above. Order of values: EWS-Fli block | FN deposit inh | PGC1a acetyl inh | miR122 inh | LGR2 antag | Cneo AK release | CASP6 VEID inh | PAX8 inh HTS
`O=C(C[C@H]1CC[C@H](NC(=O)C2CCOCC2)[C@H](CO)O1)NCc1ccncc1` in the list: 3 | x | 3 | x | 11 | x | 2 | x
`CCC1CCCCN1C(=O)CCc1nnc(Cc2c[nH]c3ccccc23)o1` (centres undefined) in the list: 2 | -6 | x | x | 6 | x | -1 | 12

Next entries.
canonical_smiles,EWS-Fli block,FN deposit inh,PGC1a acetyl inh,miR122 inh,LGR2 antag,Cneo AK release,CASP6 VEID inh,PAX8 inh HTS
C=C(C)C1Cc2cc3ccc(=O)oc3cc2O1 (centres undefined),x,x,1,-6,-46,-2,x,x
COc1c(C)cc(S(=O)(=O)NCc2ccccn2)c(C)c1C,15,0,-2,22,6,1,0,-8
Cc1nn(C(=O)c2ccc([N+](=O)[O-])cc2)c(C)c1Br,-1,3,-2,-2,x,0,5,-4
COc1cccc(C(=O)Nc2nc(C)cs2)c1,x,-7,11,1,x,-3,x,-188
CN(C)c1ccc(P(=O)(OCc2ccccc2)C(O)c2ccncc2)cc1 (centres undefined),x,-2,8,-14,x,0,x,-5
CC(=O)N1CCCCN2[C@@H](CO)[C@H](c3ccc(-c4ccccc4)cc3)[C@@H]2C1,3,26,-1,8[16.7 µM],-2,-3,5,-2
COc1ccccc1C1N=C(c2ccccc2C)NO1 (centres undefined),-133,-1,2,2,-78,-2,1,-210
FC(F)(F)c1ccc(Cl)c(NC(=S)NC2CC2)c1,7,1,-1,-4,9,2,1,-13
COc1ccc(C#Cc2ccc([C@@H]3[C@@H](CO)N4CCCCN(C(=O)c5ccncc5)C[C@H]34)cc2)cc1,-33,x,9,-12[16.7 µM],-15,3,-1,-51
CC1=C/C(=N\NC(=S)NCc2ccccc2)CC1,9,-2,3,x,-22,x,-3,-32
O=C(c1sc2cc(Cl)ccc2c1Cl)N1CCN(CCc2ccccn2)CC1,9,11,0,-1,8,-9,3,-14
Cc1cccc(NC(=S)NNC(=S)NC2CCCCC2)c1C,3,x,-3,x,11,x,2,-2
COc1ccc(-c2ccc3c(c2)[C@@H]2[C@@H](CCN2C(=O)c2ccncc2)[C@H](CO)N3C)cc1,0,9,9,8[16.7 µM],4,9,0,0
O=C(Cc1cccs1)Nc1ccc(S(=O)(=O)N2CCCC2)cc1,21,5,10,-2,-26,2,7,20
COc1ccccc1S(=O)(=O)N[C@H]1C=C[C@@H](CC(=O)NCc2cc(F)cc(F)c2)O[C@@H]1CO,-5,x,2,-6[16.7 µM],-8,12,4,4
CC(C)C(NC(=O)CCNC(=O)c1ccc(C(C)(C)C)cc1)c1nc2ccccc2[nH]1 (centres undefined),-7,-3,-1,-11,7,4,-7,7
O=C1NCC(COc2cccc3ccccc23)O1 (centres undefined),5,7,x,x,-28,x,0,11
CCOC(=O)CNC(=O)CSc1nnc(CCc2nc3ccccc3[nH]2)n1C,10,1,7,2,15,2,0,1
CSc1ncccc1C(=O)NC1CCN(Cc2ccccc2)CC1,x,-1,x,x,11,5,-3,2
COC(=O)[C@]1(C)N[C@H](c2ccc(-c3ccc(Cl)c(Cl)c3)cc2)[C@@H]2C(=O)N(C)C(=O)[C@@H]21,-2,6,0,-9,21,5,1,5
COc1ccc(CNC(=O)C(=O)NCC2OCCN2S(=O)(=O)c2ccc(C)cc2)cc1 (centres undefined),5,-6,0,-3,-13,0,-4,-3
O=C(CO/N=C/c1ccc(OC(F)F)cc1)NC1CCCCCC1,6,-5,x,x,5,x,-1,11
O=C(Nc1ccc(Cl)cn1)c1cccc2ccccc12,39,8,7,19,-19,8,-1,-20
O=C(C[C@@H]1CC[C@H]2[C@@H](COC[C@@H](O)CN2Cc2cccc(Cl)c2)O1)N1CCCCC1,7,-5,-15,-1[16.7 µM],-6,-1,-1,16
CCCC#Cc1ccc2c(c1)O[C@H](CN(C)CC1CC1)[C@H](C)CN([C@H](C)CO)S2(=O)=O,6,x,-9,6[16.7 µM],-4,5,2,x
O=C(Nc1cccc(Cl)c1)N1C[C@@H]2[C@H](c3ccccc31)[C@@H](CO)N2C(=O)c1cccnc1,2,x,-7,-20[16.7 µM],-7,-3,-3,2
Cc1ccnc2c1NC(=O)c1cccnc1N2C1CC1,-8,1,4,0,-1,0&-1,1,-18
COc1cc(/C=N/NC(=O)COc2cccc(F)c2)ccc1OS(=O)(=O)c1ccc(C)cc1,5,6,x,1,21,1,-1,22
CCCN1CCN(CCCNC(=O)C2CCCN(c3nc4ccc(OCC)cc4s3)C2)CC1 (centres undefined),x,-1,-9,-6,-7,-1,x,x
Cc1ccnc2nc(C(=O)OCC(=O)NCc3cccc(Cl)c3)nn12,1,12,10,-12,2,-2,3,-5
CN(C(=O)N1CCN(c2ccccn2)CC1)c1ccccc1,x,5,5,-2,x,0,x,-15
C[C@@H]1CN([C@H](C)CO)C(=O)Cc2cc(NS(=O)(=O)c3cccs3)ccc2O[C@@H]1CN(C)S(=O)(=O)c1ccc(Cl)cc1,0,x,5,11[16.7 µM],1,-2,-1,10
CCC(C)Sc1nnc(NC(=O)c2ccco2)s1 (centres undefined),-19,0,1,-4,-8,2,2,-17
Cc1ccc(NC(=O)N2CCc3ccccc3C2)cc1C,-108,4,-4,-9,-79,0,-1,-210
CN(CC(=O)Nc1cccc(F)c1)C(=O)c1ccc2c(c1)CC(c1ccccc1)OC2=O (centres undefined),35,7,-31,-3,-2,-1,4,27
O=C(Cn1cnc2c(nnn2Cc2ccc(Cl)cc2)c1=O)N1CCN(c2ccccc2)CC1,8,7,6,-1,6,1,-1,51
Cc1ccc(S(=O)(=O)Nc2ccc3c(c2)C(=O)N([C@H](C)CO)C[C@H](C)[C@@H](CN(C)S(=O)(=O)c2ccc(F)cc2)O3)cc1,-14,x,6,-5[16.7 µM],0,x,0,x
CC12N=C3SCc4ccccc4CN3[C@H](c3ccccc3O1)[C@H]2CO,10,x,-27,x,x,-2,0,18
C[C@H](CO)N1C[C@H](C)[C@@H](CN(C)C(=O)c2cccnc2)Oc2ncc(C3=CCCCC3)cc2C1=O,2,x,-5,x,18,68,0,x
O=C(c1cccs1)N1C[C@H](O)[C@@H](n2cc(C3CC3)nn2)C[C@@H]1c1ccccc1,18,18,-8,1,11,-1,-1,98*
CCNC(=O)Cc1ccc(Br)cc1,x,x,-17,-2,1,5,x,x
Cc1cc(Cl)ccc1N(CC(=O)N(C)Cc1ccccc1)S(C)(=O)=O,2,3,-15,-1,-8,0,6,9
Cc1nccn1C(c1ccccc1)c1ccccc1,13,-10,-3,9,2,4,0,15
Cc1ccc(S(=O)(=O)Cn2nnnc2C(C(C)C)N2CCN(Cc3ccco3)CC2)cc1 (centres undefined),x,-6,6,3,x,1,x,26
CCCN(CC(=O)Nc1ccccc1C)C(=O)c1ccc2ccccc2n1,4,2,x,x,4,x,-121,25
Cc1ccc(S(=O)c2ccc(C)cc2)cc1,x,-1,-3,2,x,1,x,-2
COc1ccc(NC(=O)C2CCCN(c3ncccn3)C2)cc1 (centres undefined),-36,-3,3,-5,-31,0,4,-159
CC(C)(C)OC(=O)N1CCC(c2c(C(=O)NCC3CCN(C4CCCC4)C3)cnn2-c2ccc(F)cc2)CC1 (centres undefined),x,2,x,-5,-1,-1,-5,6
COc1ccc(CNC(=O)C(c2ccncc2)N(C(=O)Cc2cccs2)c2cccc(C)c2)cc1 (centres undefined),4,x,5,4,-45,1,1,x
COc1ccc(Cn2ccnc2SCC(=O)NC2CCCCC2)cc1,2,4,-2,-3,5,2,0,7
CC(C)(C)CC(C)(C)c1ccc(O)c(Cc2ccc(Cl)cc2Cl)c1,33,-4,-8,-3,-6,0,-4,-13
COc1ccc(CN(C)C[C@@H]2Oc3ccc(NC(=O)Nc4ccccc4)cc3CC(=O)N([C@H](C)CO)C[C@@H]2C)cc1,15,x,9,-10[16.7 µM],3,-1,4,x
Cc1c(/C=N/NC(=O)c2cccs2)c2ccccc2n1Cc1ccccc1Cl,-70,-8,3,1,-1,12,-7,8
O=C(Nc1ccccc1)c1ccc(=O)n(Cc2ccc(F)c(F)c2)c1,4,x,x,10,0,4,5,12
COc1ccc(S(=O)(=O)N2CCSC2)cc1C,-15,5,-5,-5,-25,-3,0,8
NC(=O)c1cc(NC(=O)CCNS(=O)(=O)c2cccc(C(F)(F)F)c2)cc(C(N)=O)c1,-6,-13,2,-5,8,1,3,3
CCOc1ccc(-c2nnn(CC(=O)NCc3ccc(C)cc3)n2)cc1,4,2,5,x,-43,x,5,-1
CO[C@H]1CN(C)C(=O)c2cc(NC(=O)Nc3ccccc3)ccc2OC[C@@H](C)N(CC2CC2)C[C@H]1C,-4,4,6,24[16.7 µM],-9,-5,x,x
CNC(=O)C[C@H]1CC[C@@H]2[C@H](COc3ccc(NC(=O)Nc4cc(C)cc(C)c4)cc3C(=O)N2C)O1,1,0,-3,-1[16.7 µM],-10,2,2,-15
